High-throughput results: PubChem, several laboratories
T cell HTS – T cell immune modulation candidate. 2C CD8+ T cell-vesicle binding, flow cytometry; active compounds read low. calls only at 7 µM. 330,000 compounds, 0.068% hits. AID 2052;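 active means response, share of CD8 T cells binding vesicles, and their 90th percentile fluorescence all below set limits, cut at about 80% in these data, passing the limit was not always enough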
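Material: 2C TCR transgenic mouse naive CD8+ T cells, MACS-purified. Also added: QL9-charged Drosophila Ld/ICAM-1/B7-1 vesicles. Timing: binding 1.5 h at 37 °C. Measured by: high-throughput flow cytometry with anti-B7-1 and anti-CD8 staining. Read-out: percent CD8+ FL2 mean versus row control. Controls: Unloaded micro-vesicles (low), QL9 vesicles with 0.7% DMSO (high).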
MT stabilize HCS – stabilizes microtubules in HeLa cells; HeLa tubulin immunostaining HCS, 24 h; share of cells brighter than vehicle mean+2SD; % tubulin-high responders, % at 10 µM; 200,000 compounds, 0.83% hits; AID 2205;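 active means plate Z-score above 3 for both tubulin-high and condensed-nucleus cell shares, with cell loss under 80%, at 10 µM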;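 further: anti alpha tubulin signal scored within the nucleus-defined area of each cell; some results filed as inactive read as strong as hits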
Insulin prom up – MIN6 insulin promoter up-regulation; MIN6 insulin promoter-GFP reporter, high-content imaging; active compounds read high; z-score at 5 µM; 190,000 compounds, 0.3% hits; AID 1625;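 active means z-score above 3 at 5 µM with at least 500 cells counted in the well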
Dynein cargo inh – blocks dynein driven cargo transport along microtubules | 3617.4 mouse cells, GR-EGFP nuclear translocation imaging; test concentration mostly 20 µM; stimulated with dexamethasone, 1 µM; active compounds read low | z-score, hits read low | 220,000 compounds, 0.47% hits | AID 1381;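 active means plate z-score of nuclear minus cytoplasmic receptor signal below a set negative limit, without overly bright fluorescence or cell loss, cut at about -3.5 in these data, passing the limit was not always enough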;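 further: z-score of nuclear minus cytoplasmic ring GR-EGFP intensity difference per well; some compounds called inactive have numbers as strong as hits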
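Buffer or medium: tet-free, stripped-serum medium; Also added: dexamethasone, 1.0 µM final; Technique: high-content fluorescence imaging after fixation; Times: 48 h induction, 1 h compound, 30 min dex at 37 °C; Read-out: per-cell GR-EGFP intensity, nucleus versus surrounding cytoplasmic ring, well-averaged.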
bCat nuc transl – modulators of beta-catenin nuclear translocation. nuclear translocation activity, % at 5 µM. HeLa beta-catenin nuclear translocation, immunofluorescence imaging. 190,000 compounds, 0.3% hits;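 active means nuclear translocation activity above 50% at 5 µM, with a well cell count of 50 or more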;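 further: per-cell ratio of nuclear to cytoplasmic median beta-catenin stain intensity; plate controls were DMSO negative control for no effect and GSK-3 inhibitor IX positive control for full effect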
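Test system: human HeLa cells, endogenous beta-catenin. Times: 24 h compound exposure, 37°C. Measured by: beta-catenin immunofluorescence imaging with DAPI.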
Autophagy HCS – modulators of autophagy; MEF GFP-LC3 puncta imaging; test concentration mostly 10 µM; calls only at 10 µM (by protocol); 190,000 compounds, 0.98% hits; AID 463193;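 active means percentage of spot-positive cells more than 3 SD above its plate mean, without a fluorescence outlier flag or 80% toxicity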;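 further: spot-positive cell cutoff set from DMSO-treated cells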
PhoP inhibition – inhibitors of PhoP regulon expression, primary screen, Salmonella Typhimurium, GFP reporter (AID 1863) | S. Typhimurium PhoP-regulated promoter GFP reporter, 4 h; higher % means a stronger effect | one-dose inhibition, % at 50 µM; IC50 in µM for titrated hits | 300,000 compounds, 0.16% hits;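 active means inhibition over 29.93%, a cutoff 3 SD above the screen mean, later confirmed by dose response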;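 further: 0% = low Mg2+ inducing control and 100% = high Mg2+ repressing control; strong numbers were not always called active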
CSM14.1 death rescue – rescue of cells from ER stress-induced death, primary screen, 384-well, CSM14.1, thapsigargin, ATP luminescence (AID 1222) | CSM14.1 thapsigargin-induced death rescue, ATP luminescence; higher % means a stronger effect | cellular ATP content (survival), % at 20 µM; hits with a dose series show EC50 in µM | 190,000 tested, under 10 active;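 active means EC50 below 50 µM in the dose-response confirmation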;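 further: death triggered by thapsigargin at about 15 µM added after 2 h compound pretreatment; cell ATP read after overnight thapsigargin exposure of roughly 18 to 22 hours; normalized against plate controls of thapsigargin alone and 5% DMSO vehicle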
Lipid droplet – modulators of hepatic lipid droplet formation. AID 1656. inhibition, % at 6.5 µM. 240,000 compounds, 0.4% hits. AML12 mouse hepatocytes, oleate lipid droplets, BODIPY imaging;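 active means lipid droplet intensity inhibited by at least 50%, with more than 500 cells counted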
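material = mouse AML12 hepatocyte cell line, fixed after treatment | also added = 100 µM oleic acid challenge | doses = compound at 6.5 µM only | schedule = overnight exposure | technique = Image-based BODIPY and DAPI two-channel analysis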
Dynein cargo inh cytoplasmic EGFP – further read-out of Dynein cargo inh, marked with its call; z-score; measured here: cytoplasmic GR-EGFP intensity; active compounds read high
Dynein cargo inh nuclear GR-EGFP – second read-out of Dynein cargo inh, no call of its own (marks repeat the call); z-score; measured here: nuclear GR-EGFP intensity;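 lower value marks the stronger effect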
Dynein cargo inh cell count – also measured in Dynein cargo inh; calls as there; z-score; measured here: cell count per field
Insulin prom up cell count – recorded beside Insulin prom up, whose call it bears; cell count; measured here: cytotoxicity, nuclei count;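 total cells summed across four imaged fields per well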
Lipid droplet cells 6.5 µM – also measured in Lipid droplet; calls as there; cell count; measured here: cell count, cytotoxicity flag;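 cells counted across two imaged fields per well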
bCat nuc transl cell count 5 µM – also measured in bCat nuc transl; calls as there; cell count; measured here: cell count, cytotoxicity flag
T cell HTS vesicle-bound % – recorded beside T cell HTS, whose call it bears; double positive events, %; measured here: CD8+ vesicle-bound cell fraction;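 binding gate set so that unloaded-vesicle control wells show 10% double positive cells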
MT stabilize HCS Hoechst-high % – recorded beside MT stabilize HCS, whose call it bears; % Hoechst-high responders; measured here: nuclear condensation Hoechst responders;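 share of cells brighter than vehicle mean plus two SD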
MT stabilize HCS cytotoxicity % – further read-out of MT stabilize HCS, marked with its call; toxicity, %; measured here: cytotoxicity by cell density;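 0% = mean cell density of plate MIN control wells and 100% = no cells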
Autophagy HCS cell loss 18 h – second read-out of Autophagy HCS, no call of its own (marks repeat the call); toxicity, %; measured here: cell loss, nuclei count;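 cell loss after 18 h compound exposure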
Numbers without * were called inactive; i = inactive; · = no result given.

SMILES	T cell HTS	T cell HTS vesicle-bound %	MT stabilize HCS	MT stabilize HCS Hoechst-high %	MT stabilize HCS cytotoxicity %	Insulin prom up	Insulin prom up cell count	Dynein cargo inh	Dynein cargo inh cytoplasmic EGFP	Dynein cargo inh nuclear GR-EGFP	Dynein cargo inh cell count	bCat nuc transl	bCat nuc transl cell count 5 µM	Autophagy HCS	Autophagy HCS cell loss 18 h	PhoP inhibition	CSM14.1 death rescue	Lipid droplet	Lipid droplet cells 6.5 µM
CCOc1ccc2nc(NC(=O)NC3CCCCC3)sc2c1	i	28	4.3	1.4	16	0.57	1575	0.64	-0.32	0.99	-0.95	-3.0	1045	i	3	5%	-0.5%	12	752
Cc1ccc(C(c2nnnn2CC2CCCO2)N2CCN(Cc3ccccc3)CC2)cc1 (stereo unspecified)	i	26	3.9	2.6	6.7	0.24	1474	0.84	-0.17	0.75	-1.1	-2.0	1539	i	23	-2%	-0.8%	4	683
CNC(=O)c1c(NC(=O)C(C)C)sc2c1CCC2	i	30	·	·	·	1.6	870	0.34	-0.25	0.59	0.42	-0.7	1227	·	·	-2%	·	6	688
COc1cccc(OC2OC3COC(C)(C)OC3C(O)C2NC(C)=O)c1 (stereo unspecified)	i	53	3.0	2.4	6.0	0.12	1473	-1.4	-0.34	-0.81	1.6	2.7	1067	i	-2	2%	0.4%	14	691
O=C(NCc1ccco1)c1cc(C(=O)C2CC2)c[nH]1	i	33	0.9	1.6	5.9	·	·	-0.53	-0.22	-0.6	0.49	·	·	i	-7	15%	1.8%	·	·
CSc1ccn(CCC(=O)O)c(=O)n1	i	13	0.8	1.8	26	-0.29	1253	-0.023	-0.23	0.062	1.1	·	·	i	-4	1%	-2.3%	7	681
O=C1CCCC(O)=C1N=Nc1ccc2c(c1)OCO2	i	28	3.1	1.9	8.3	-0.29	1473	0.038	-0.17	0.18	0.51	-1.9	1113	i	28	5%	-3.0%	-1	649
CCCC12CN3CC(C)(CN(C1)C31C(=O)Nc3ccc(C)cc31)C2=O (stereo unspecified)	i	25	2.6	0.7	42	-0.08	1245	-0.14	-0.17	0.27	0.0061	0.4	857	i	-2	14%	-1.8%	-2	814
Cc1ccccc1NC(=S)N(CCN(C)C)C(C)c1ccco1 (stereo unspecified)	i	44	1.5	2.0	9.6	-0.91	1444	-0.16	-0.25	-0.0024	0.87	-0.5	1078	i	-1	-1%	0.3%	-17	678
Cc1c(Cl)cn2c(=O)cc(CN3CCN(c4ccccc4)CC3)nc2c1Cl	i	62	3.2	1.2	6.0	-0.52	1047	-0.1	-0.31	-0.19	0.05	-1.1	1142	i	-2	0%	-1.9%	9	703
C=CCc1cc(Cl)ccc1OCCNCCN1CCOCC1	i	41	1.2	1.3	3.5	·	·	0.78	-0.29	0.2	0.19	-1.3	1013	i	22	6%	-2.2%	-7	691
c1ccc(-c2noc(-c3ccco3)n2)nc1	i	14	2.5	2.0	6.2	-0.26	1319	-0.94	-0.22	-0.77	-0.07	·	·	i	0	11%	-2.1%	13	725
O=C(CSc1nnc2ccc(-c3ccncc3)nn12)c1cccs1	i	15	4.0	1.1	2.2	-0.29	1264	0.85	-0.092	0.28	-0.08	-0.9	1097	i	11	1%	-1.7%	4	690
CCCCN=C1NC(=O)C(CC(=O)NCCc2ccc(OC)cc2)S1 (stereo unspecified)	i	57	1.6	2.7	13	0.77	1412	0.015	0.008	0.17	-0.37	-3.0	1076	i	14	3%	-2.7%	-5	727
CC(C)Oc1cccc(C(=O)C2CCCN(Cc3ccc4nonc4c3)C2)c1 (stereo unspecified)	i	32	3.5	3.3	5.2	1.6	1430	0.03	-0.3	0.24	-0.12	0.5	991	i	40	-6%	-1.9%	-17	691
CSC1=NC(C)(C)C=C(/C=C/c2ccc(Cl)cc2Cl)N1	i	49	5.4	3.0	5.9	2.2	1168	-0.89	0.55	-0.57	0.36	-0.2	1078	i	7	-8%	·	-4	689
COCCn1nnnc1CN1CCOCC1	i	41	1.3	1.7	8.1	·	·	0.0059	-0.19	-0.052	-0.12	-4.0	1002	i	-1	2%	0.4%	·	·
O=C(c1ccc(Cl)nc1)N1CCN(S(=O)(=O)c2ccccc2)CC1	i	35	·	·	·	-0.24	1127	-0.63	-0.82	-0.17	0.45	-0.6	1341	·	·	-2%	·	19	736
CCCNC(=O)Nc1ccc2c(c1)N(C)C(=O)c1ccccc1S2	i	30	1.1	1.3	4.1	0.02	813	0.16	-0.35	-0.019	0.82	2.4	1121	i	10	-1%	-1.5%	-7	779
Nc1cc(Nc2ccc(Br)cc2)nc(N)n1	i	13	·	·	·	-0.25	1092	0.13	-0.29	0.023	-0.16	1.7	1319	·	·	-4%	·	0	711
CSc1ccc2c(c1)N(CCC1CCCCN1C)c1ccccc1S2 (stereo unspecified)	i	24	4.5	1.6	2.2	·	·	4	0.82	2.4	-2.7	8.9	402	i	16	8%	-3.9%	1	694
COc1cc(/C=C/C(=O)OCC(=O)N2CCOCC2)ccc1OCC#N	i	40	6.7	3.1	6.2	-0.66	1422	1.5	-0.36	1	-0.96	-0.8	1090	i	24	1%	0.1%	8	682
Cn1c(=O)n(C)c2cc([N+](=O)[O-])c(N3CCN(C(=O)C(C)(C)C)CC3)cc21	i	8	2.7	3.0	8.0	-0.66	1358	-0.77	-0.29	-0.44	0.73	-0.3	1537	i	7	-7%	-0.4%	16	670
COc1ccc(-c2ccc(=O)n(CC(=O)NCc3ccco3)n2)cc1	i	36	5.3	2.5	13	-0.58	1404	-0.93	-0.41	-0.17	0.21	-3.5	937	i	10	0%	0.1%	·	·
COC(=O)C1=C(C)NC(=O)NC1c1ccsc1 (stereo unspecified)	i	30	3.8	1.5	1.3	0.21	1502	0.95	-0.22	-0.48	-0.56	0.3	1436	i	7	-8%	-0.4%	·	·
COc1ccc(C(=O)Nc2ncc3c(n2)CC(c2ccco2)CC3=O)cc1 (stereo unspecified)	i	31	4.9	3.6	9.6	-0.5	1056	-0.44	-0.23	-0.1	0.4	-6.1	972	i	0	6%	-2.3%	·	·
COc1ccc(-c2nc(-c3ccccc3)ncc2S(C)(=O)=O)cc1	i	21	3.7	1.9	7.0	·	·	-0.58	-0.24	-0.18	0.19	0.5	1526	i	17	-9%	-1.8%	12	743
O=C(CSCc1n[nH]c(=O)[nH]1)NCCOc1cccc(Oc2ccccc2)c1	i	20	2.4	0.0	53	-0.88	1352	-0.34	-0.18	0.2	-0.72	-0.3	1142	i	4	1%	5.3%	4	784
COc1ccc(NC(C)C(=O)Nc2ccc(C(C)(C)C)cc2)cc1Cl (stereo unspecified)	i	21	1.5	1.3	8.7	-0.18	783	3.1	0.54	2.5	-2.6	-2.0	1213	i	-7	39%	-2.1%	10	761
CCOc1cc(CNc2ccc(N3CCCCC3)cc2)cc(Br)c1OCC(=O)NC(C)(C)C	i	35	2.2	3.4	11	-1.2	1444	0.12	-0.2	0.2	-1.2	-1.1	941	i	23	-10%	9.2%	-19	756

3 compounds out of the list above, arranged by the number in Dynein cargo inh cell count, descending.
compound,Dynein cargo inh cell count
O=C(c1ccc(Cl)nc1)N1CCN(S(=O)(=O)c2ccccc2)CC1,0.45
COc1ccc(C(=O)Nc2ncc3c(n2)CC(c2ccco2)CC3=O)cc1 (stereo unspecified),0.4
CSC1=NC(C)(C)C=C(/C=C/c2ccc(Cl)cc2Cl)N1,0.36

Further results
SMILES	T cell HTS	T cell HTS vesicle-bound %	MT stabilize HCS	MT stabilize HCS Hoechst-high %	MT stabilize HCS cytotoxicity %	Insulin prom up	Insulin prom up cell count	Dynein cargo inh	Dynein cargo inh cytoplasmic EGFP	Dynein cargo inh nuclear GR-EGFP	Dynein cargo inh cell count	bCat nuc transl	bCat nuc transl cell count 5 µM	Autophagy HCS	Autophagy HCS cell loss 18 h	PhoP inhibition	CSM14.1 death rescue	Lipid droplet	Lipid droplet cells 6.5 µM
COc1ccc(S(=O)(=O)N(CCc2ccccc2)CC(=O)NC(C)C)cc1	i	32	1.6	1.2	5.7	0.5	874	-1.3	0.046	-0.45	0.37	-1.9	1125	i	-7	14%	0.4%	8	814
CC(C)(C)n1ncc2c(=O)n(CC(=O)OCc3ccccc3)cnc21	i	4	5.7	2.2	17	0.77	1304	-1.1	-0.36	-0.53	1.1	-1.6	1464	i	42	-4%	-4.6%	·	·
OCCN(CCO)c1nc2ccccc2[nH]1	i	14	·	·	·	-0.07	1183	0.92	-0.029	0.37	-0.2	1.8	1261	·	·	1%	·	6	685
CCOC(=O)C1=C(C)NC(=O)NC1c1ccc(OCC(=O)N2CCCCC2)cc1 (stereo unspecified)	i	23	8.2	2.4	7.2	-0.16	1472	2.7	-0.067	2.6	-1.2	-1.5	1418	i	13	4%	-1.6%	·	·
